Screening data deposited in PubChem by several laboratories.
ERb coact inh: blocks coactivator binding to human estrogen receptor beta. Q92731. TR-FRET ER-beta LBD / SRC1-Cy5 peptide binding; receptor agonist-loaded with 1 µM estradiol. inhibition, % at 25.6 µM. actives 1.3% (n = 86,000);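 active = compounds whose percent inhibition of the receptor-coactivator binding signal exceeds about 50% in the single-dose screen, limit read from the data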;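 also: 0% = receptor plus peptide wells without compound and 100% = peptide-only wells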
ERa SRC1 pot: enhances coactivator binding to human estrogen receptor alpha | TR-FRET ERalpha-LBD/SRC-Cy5 coactivator binding, 2 h; 100 = basal binding, no effect | actives 1.3% (n = 86,000) | coactivator binding (% of control), % at 25.6 µM; in the data active = activity above about 200%;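 also: binding measured in presence of low estradiol as agonist stimulus; 0% = peptide alone without receptor and 100% = receptor with peptide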
HUVEC prolif 384: blocks proliferation of human endothelial cells; actives 1.1% (n = 86,000); HUVEC proliferation, CellTiter-Glo luminescence, 72 h; active compounds read low; viability, % at 10 µM (by protocol);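 active = viability at or below 30%; inactive = viability above 30%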;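 also: 100% = median luminescence of DMSO-only cell control wells on each plate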
ERa SRC1 inh: blocks coactivator binding to human estrogen receptor alpha | P03372 | TR-FRET ER-alpha LBD / SRC-1 peptide, estradiol-bound | inhibition, % at 25.6 µM | actives 1.7% (n = 86,000); in the data active = inhibition above about 50%;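 also: 0% = receptor plus peptide control and 100% = peptide only without receptor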
H69AR growth 86K: growth inhibitors of human H69AR lung tumor cells; H69AR lung tumor viability, ATP luminescence, 72 h; active compounds read low; viability, % at 10 µM; actives 6% (n = 85,000);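 active = viability at or below 40%; inactive = viability above 40%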;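 also: multidrug resistant small cell line overexpressing MRP-1 efflux transporter; 100% = mean luminescence of untreated control wells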
Fibroblast inh: blocks proliferation of human lung fibroblasts; LL 47 human lung fibroblast viability, ATP luminescence; active compounds read low; viability, % at 10 µM; actives 1.1% (n = 85,000);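 active = viability at or below 50% in the single dose screen; inactive = viability above 50%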;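 also: compound exposure lasted 72 h before the ATP readout; 100% = median luminescence of untreated cell-only wells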
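Test system: LL 47 human lung fibroblasts / Incubation: 72 h compound exposure at 37 °C after overnight plating / Technique: luminescent ATP detection, CellTiter-Glo / Compound dosing: 0.1% DMSO in all compound wells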
Mac1 fbg enh: enhancers of human CD11b/CD18 binding to fibrinogen; P05107+P11215; K562 CD11b/CD18 adhesion to fibrinogen, ATPlite luminescence; activation, % at 10 µM; actives 0.07% (n = 93,000);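 active = 10 µM primary screen giving 50% or more activity, confirmed by 40% or more on retest at that dose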; also: strong numbers were not always called active
Target sequence (P05107 whole entry, looked up, other chains not shown): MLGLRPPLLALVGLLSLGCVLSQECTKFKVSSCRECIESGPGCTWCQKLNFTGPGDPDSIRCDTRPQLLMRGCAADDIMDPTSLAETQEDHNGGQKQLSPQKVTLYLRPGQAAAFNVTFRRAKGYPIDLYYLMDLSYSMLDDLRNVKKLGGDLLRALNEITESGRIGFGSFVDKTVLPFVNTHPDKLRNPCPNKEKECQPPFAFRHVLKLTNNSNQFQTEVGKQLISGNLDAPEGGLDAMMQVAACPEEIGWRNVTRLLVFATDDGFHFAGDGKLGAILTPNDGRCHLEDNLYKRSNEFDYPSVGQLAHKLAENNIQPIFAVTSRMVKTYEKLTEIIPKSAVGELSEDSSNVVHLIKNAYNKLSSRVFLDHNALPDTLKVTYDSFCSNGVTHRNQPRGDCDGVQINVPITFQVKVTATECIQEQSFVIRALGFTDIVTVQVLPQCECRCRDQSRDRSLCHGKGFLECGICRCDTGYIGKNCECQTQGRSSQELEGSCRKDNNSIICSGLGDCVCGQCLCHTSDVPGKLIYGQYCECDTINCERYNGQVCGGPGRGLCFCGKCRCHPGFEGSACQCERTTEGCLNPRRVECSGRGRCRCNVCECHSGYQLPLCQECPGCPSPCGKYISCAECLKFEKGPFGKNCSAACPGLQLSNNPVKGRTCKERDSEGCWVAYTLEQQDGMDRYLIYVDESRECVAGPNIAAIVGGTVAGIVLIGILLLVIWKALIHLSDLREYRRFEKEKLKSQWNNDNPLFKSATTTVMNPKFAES
Smad3 inh: blocks human Smad3 binding to FoxH1 peptide. P84022. TR-FRET Smad3/Dy647-FoxH1 peptide binding, europium anti-His. inhibition, % at 25 µM. actives 0.29% (n = 88,000). AID 630;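 active = compounds that reduce the energy-transfer binding signal between the protein and its labelled peptide by more than half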;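 also: 0% = Smad3 plus labelled peptide maximal FRET and 100% = peptide-only background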
MT1-MMP txn act: activates MT1-MMP transcription | activation factor at 10 µM | actives 0.16% (n = 86,000) | AID 750 | HT1080 MT1-MMP promoter luciferase reporter, luminescence, overnight; active compounds read high;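 active = activation factor of at least 2 for MT1-MMP transcription at 10 µM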
* = called active by the depositor; x = not tested or not shown; [ ] = dose if it differs, or a comment. The list is partial. The share of hits here may be higher or lower than overall.

SMILES	ERb coact inh	ERa SRC1 pot	HUVEC prolif 384	ERa SRC1 inh	H69AR growth 86K	Fibroblast inh	Mac1 fbg enh	Smad3 inh	MT1-MMP txn act
O=C(NC1CCCCC1)C1CCCN1C(=O)NCc1ccccc1 (centres undefined)	-4	101	91	-10	87	103	0	-2	1
CCn1ncc(Br)c1C(=O)Nc1ccccc1C(=O)OC	-4	98	75	-8	79	90	x	1	1.3
Cc1cc(NCc2ccco2)nc2cc(O)ccc12	-4[fluorescence artefact?]	119	110	7	85	96	x	10	1.2
COC(=O)c1[nH]c2ccccc2c1NS(=O)(=O)c1ccc(OC)cc1OC	-5[fluorescence artefact?]	114	101	-6[fluorescence artefact?]	81	88	5	-10	1.2
O=C(NCCCO)C12CC3CC(CC(C3)C1)C2	1	129	106	-7	88	106	x	4	1.2
CC1CCN(CC(=O)Nc2ccccc2C#N)CC1	-20	110	110	-39	95	90	-2	9	1.2
CCOC(=O)C(C)Sc1nnc(-c2ccccc2O)n1-c1ccc(C)cc1 (centres undefined)	8	80	120	1	61	105	-2	-1	1
CCOC(=O)C1CCN(c2c(N3CCN(c4ccccc4OC)CC3)c(=O)c2=O)CC1	7	110	100	0	73	103	1	2	1.1
CCN(CC(=O)Nc1ccccc1OC)C(=O)Cn1cnc2ccccc2c1=O	-6	98	96	7	93	98	0	3	1
O=C(CSc1nnc(CNc2cccc(Cl)c2)o1)OC1CCCCC1	-12	96	95	-2	85	101	x	3	1.1
NC(=O)C1(N2CCCCC2)CCN(c2nc(-c3ccc(Br)cc3)cs2)CC1	24	108	88	71*	49	101	2	-5	1
COc1ccccc1CC(=O)Nc1cc(Cl)ccc1O	-6	90	90	-6	97	102	-3	-4	1.1
N#Cc1cc2c(nc1SCC(=O)Nc1nccs1)CCCCC2	29[fluorescence artefact?]	152	84	12[fluorescence artefact?]	69	95	38	5[fluorescence artefact?]	x
CNC(=O)c1c(O)c2cccc3c2n(c1=O)CC3	-1	97	102	-5	103	95	x	6	1.1
Cc1cc(NC(=O)c2ccc(NC(=O)CC(C)C)cc2)no1	3[fluorescence artefact?]	109	90	8[fluorescence artefact?]	86	103	-1	11	1.1
CS(=O)(=O)N1CCC(C(=O)Nc2ccccc2Sc2ccccc2)CC1	-5	107	93	-6	100	103	-2	-19	1.1
O=C(Cn1c(=O)n(CCC(=O)N2CCc3ccccc3C2)c(=O)c2ccccc21)NCC1CCCO1 (centres undefined)	1	95	101	0	99	101	1	-5	1.1
Cn1c(=O)n(Cc2ccco2)c(=N)c2c3c(sc21)CCC3	43	60[fluorescence artefact?]	90	45	73	90	2	19	1.2
Cc1ccccc1Cn1c(=N)n(CC(=O)c2ccco2)c2ccccc21	-10	88	108	0	59	90	0	9	1.1
COc1ccc(-c2ccc(-c3noc(-c4ccccc4)n3)c(OC)n2)cc1	44[fluorescence artefact?]	139[fluorescence artefact?]	103	40[fluorescence artefact?]	98	102	-1	28[fluorescence artefact?]	1.1

Pulled by compound from above (2):
SMILES	ERb coact inh	ERa SRC1 pot	HUVEC prolif 384	ERa SRC1 inh	H69AR growth 86K	Fibroblast inh	Mac1 fbg enh	Smad3 inh	MT1-MMP txn act
N#Cc1cc2c(nc1SCC(=O)Nc1nccs1)CCCCC2	29[fluorescence artefact?]	152	84	12[fluorescence artefact?]	69	95	38	5[fluorescence artefact?]	x
COC(=O)c1[nH]c2ccccc2c1NS(=O)(=O)c1ccc(OC)cc1OC	-5[fluorescence artefact?]	114	101	-6[fluorescence artefact?]	81	88	5	-10	1.2

The listing picks up; the four compounds before the break are reprinted first.
SMILES	ERb coact inh	ERa SRC1 pot	HUVEC prolif 384	ERa SRC1 inh	H69AR growth 86K	Fibroblast inh	Mac1 fbg enh	Smad3 inh	MT1-MMP txn act
O=C(Cn1c(=O)n(CCC(=O)N2CCc3ccccc3C2)c(=O)c2ccccc21)NCC1CCCO1 (centres undefined)	1	95	101	0	99	101	1	-5	1.1
Cn1c(=O)n(Cc2ccco2)c(=N)c2c3c(sc21)CCC3	43	60[fluorescence artefact?]	90	45	73	90	2	19	1.2
Cc1ccccc1Cn1c(=N)n(CC(=O)c2ccco2)c2ccccc21	-10	88	108	0	59	90	0	9	1.1
COc1ccc(-c2ccc(-c3noc(-c4ccccc4)n3)c(OC)n2)cc1	44[fluorescence artefact?]	139[fluorescence artefact?]	103	40[fluorescence artefact?]	98	102	-1	28[fluorescence artefact?]	1.1
O=C(CSc1oc(-c2cccs2)nc1S(=O)(=O)c1ccc(F)cc1)NCC1CCCO1 (centres undefined)	16	65	94	24[fluorescence artefact?]	83	106	3	-2	1.1
CCCc1nc(SCC(=O)Nc2cc(C)on2)c2ccccc2n1	3	115	84	3	32*	84	-5	9	1.2
COc1ccc(OCc2nnc3n2N=C(c2ccc(Br)cc2)CS3)cc1	-1	104	95	5	90	98	-3	7	1.1
COCC(=O)N(Cc1ccco1)c1nnc(C2CCOC2)s1 (centres undefined)	8	95	99	-8	103	98	2	9	1.1
COc1cc(-c2nnc(COC(=O)CSc3cc(C)c4ccccc4n3)o2)cc(OC)c1OC	12[fluorescence artefact?]	104	85	8	78	90	4	4	1
COc1ccccc1OCc1nnc(SCC(=O)N2CCCCC2)n1-c1ccccc1	-4	98	101	-6	95	98	-3	0	1.2
O=C(CCn1c(=S)[nH]c2ccccc2c1=O)NCC1CCCO1 (centres undefined)	-8	111	92	0	92	105	3	19[fluorescence artefact?]	1
CC1CCC(NC(=O)c2ccc3nc[nH]c3c2)CC1 (centres undefined)	6	70	100	-3	95	104	-1	-1[fluorescence artefact?]	1.4
CCCn1nc(NS(=O)(=O)c2ccccc2)c2cc3ccccc3nc21	30[fluorescence artefact?]	97	88	1	87	116	0	-2	1.2
CCOC(=O)NC(CC(=O)O)c1ccc(OC)c(OC)c1 (centres undefined)	0[fluorescence artefact?]	114[fluorescence artefact?]	97	5[fluorescence artefact?]	100	105	1	4	1.2
O=C(CN1C(=O)COc2ccccc21)N1CCc2ccccc21	1	108	97	-6	106	96	1	-6	1
COC(=O)c1ccccc1NC(=O)CSc1nnc(-c2ccncc2)o1	11[fluorescence artefact?]	103	93	-2	94	93	x	6	1
Cc1ccc(C(=O)NCc2ccccn2)c(Cl)c1	12	84	91	13	84	104	-3	-13	1.4
CC(=O)Nc1nc(=S)ss1	0	83[fluorescence artefact?]	95	-18	94	105	-3	0	1.3
O=C(COc1ccc(Br)cc1)Nc1ccncc1	-8	101	103	-8	96	88	-3	3	1.1
O=C(c1n[nH]c2c1CCCC2)n1ccnc1	-5	113	101	2	89	93	-2	4	1.6
O=C(NCc1ccc2c(c1)OCO2)c1ccc(C2SCC(=O)N2Cc2ccco2)cc1 (centres undefined)	33[fluorescence artefact?]	215*[fluorescence artefact?]	92	43	97	101	0	4	0.9
COc1ccc(CCNCc2csc3nc4ccccc4n23)cc1OC	-5	115	95	0	82	100	-6	4	1
O=C(Nc1ccc(Cl)cc1)N1CC=CCC1	-9	120	104	-3	99	105	1	2[fluorescence artefact?]	1.7
CC1=CC(C)(C)N2C(=O)C3(C(C#N)=C(N)Oc4cc(C)oc(=O)c43)c3cc(C)cc1c32 (centres undefined)	-4	108	90	0	64	84	x	-3	1

Five of the entries above in order of the ERb coact inh value, smallest number first.
| SMILES | ERb coact inh | ERa SRC1 pot | ERa SRC1 inh | Mac1 fbg enh | Smad3 inh | MT1-MMP txn act |
| --- | --- | --- | --- | --- | --- | --- |
| CCN(CC(=O)Nc1ccccc1OC)C(=O)Cn1cnc2ccccc2c1=O | -6 | 98 | 7 | 0 | 3 | 1 |
| CNC(=O)c1c(O)c2cccc3c2n(c1=O)CC3 | -1 | 97 | -5 | x | 6 | 1.1 |
| O=C(NCCCO)C12CC3CC(CC(C3)C1)C2 | 1 | 129 | -7 | x | 4 | 1.2 |
| CCCc1nc(SCC(=O)Nc2cc(C)on2)c2ccccc2n1 | 3 | 115 | 3 | -5 | 9 | 1.2 |
| Cn1c(=O)n(Cc2ccco2)c(=N)c2c3c(sc21)CCC3 | 43 | 60[fluorescence artefact?] | 45 | 2 | 19 | 1.2 |

(further entries)
SMILES	ERb coact inh	ERa SRC1 pot	HUVEC prolif 384	ERa SRC1 inh	H69AR growth 86K	Fibroblast inh	Mac1 fbg enh	Smad3 inh	MT1-MMP txn act
Cc1nc2c(-c3ccccc3)c(C)nn2c(N)c1-c1ccccc1	-1[fluorescence artefact?]	96	77	-5[fluorescence artefact?]	56	102	x	7	1.4
Nc1c(C(=O)NCc2ccco2)sc2nc(N3CCOCC3)c3c(c12)CCCC3	-3[fluorescence artefact?]	71[fluorescence artefact?]	93	-7[fluorescence artefact?]	76	105	-1	5	1
CCCCOc1ccc(-c2ncc(C(=O)O)c(C)n2)cc1	0	86	99	5	98	104	0	0[fluorescence artefact?]	0.9
CC(C)(C)NC(=O)Cn1c(=O)oc2ccc(Cl)cc21	-1	110[fluorescence artefact?]	108	-6	97	107	x	-3	1.1
CCOc1cccc2cc(C(=O)NCc3cccnc3)c(=O)oc12	-1[fluorescence artefact?]	174	92	4	88	93	0	-2	1.1
CC1CN(c2ccc(Oc3ccccc3)cc2)c2nc3c(c(=O)n(CC(N)=O)c(=O)n3C)n2C1 (centres undefined)	-5	95	90	-2	49	97	x	16	1.1
Cc1ccc(C2CC(c3ccc(Cl)cc3)n3nc(N)nc3N2)cc1 (centres undefined)	3	106	106	-1	92	101	4	-9	1.1
CCN1CCN(c2ccc(-n3c(C)nc4c(cnn4-c4ccccc4Cl)c3=O)cc2)CC1	17	92	101	10	87	98	x	2	1.1
c1ccc(OCCn2c(-c3ccco3)nc3ccccc32)cc1	6	95[fluorescence artefact?]	91	1	86	100	x	7	1.4
CCOC(=O)C(O)(CCC(O)(C(=O)OCC)C(=O)OCC)C(=O)OCC	0[fluorescence artefact?]	120	100	6[fluorescence artefact?]	104	111	-7	4	1.2
Cn1c(SCC(=O)OCC(=O)c2ccccc2)nnc1-c1cccs1	-9	96	95	0	96	101	2	-9	1
CCOc1ccc(N2C(=O)c3ccccc3C2=O)cc1	-35	108	99	5	98	109	9	5	1.3
COc1ccccc1NC(=O)CCN1CCN(Cc2ccccc2)CC1	5	108	99	-5	73	97	-2	-3	1.2
Cc1ccn2cc(CCNS(=O)(=O)c3ccc(F)c(C(F)(F)F)c3)nc2c1	3	117	98	-4	79	90	9	-2	x
